# Screening data: PubChem, Broad Institute
# PGC1a acetyl inh: lowers PGC1a acetylation signal in U2OS cells; AlphaScreen anti-acetyl-lysine; with virally co-expressed GCN5 acetyltransferase; inhibition, % at 15.6 µM; 0.17% of 350,000 active; AID 651687;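 active = every replicate shows inhibition of at least 40%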;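 also: 0% = neutral control wells and 100% = positive control wells; some results beyond the cut were filed as inactive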
# LGR2 inh: inhibitors of bursicon-induced Drosophila LGR2 receptor cAMP signaling; inhibition, % at 9.99 µM; HEK293 LGR2, CRE-luciferase, bursicon-stimulated, 4 h; 0.35% of 380,000 active;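 active = drop in luminescence signal, shown as inhibition above about 50% in the replicate tests, limit read from the data, passing the limit was not always enough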;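 also: agonist challenge used bursicon conditioned medium at about half maximal strength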
# SIRT5 inh: blocks human SIRT5 desuccinylation of peptide; Purified SirT5, succinyl-peptide AMC, trypsin-coupled fluorescence; inhibition, % at 15 µM; 1.1% of 330,000 active; AID 652115; in the data active = inhibition above about 15%
# Target sequence (Q9NXA8 whole entry, looked up): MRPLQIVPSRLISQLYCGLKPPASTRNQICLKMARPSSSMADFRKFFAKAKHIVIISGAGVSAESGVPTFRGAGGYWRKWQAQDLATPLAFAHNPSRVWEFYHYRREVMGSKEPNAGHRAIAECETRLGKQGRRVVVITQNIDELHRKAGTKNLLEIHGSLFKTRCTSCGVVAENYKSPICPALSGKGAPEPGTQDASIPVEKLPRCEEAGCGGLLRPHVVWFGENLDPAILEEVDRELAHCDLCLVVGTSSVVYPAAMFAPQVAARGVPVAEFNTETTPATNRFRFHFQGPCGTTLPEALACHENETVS
# C2C12 statin: protects C2C12 myotubes from simvastatin toxicity; ATP luminescence, 48 h; scaled: DMSO 0, geranylgeraniol control 100; rescue of ATP level, % at 7.49 µM; 0.78% of 330,000 active; AID 602340;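 active = mean ATP rescue above about 67%, or every replicate alone reaching that limit, limit read from the data, passing the limit was not always enough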;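 also: myotubes were challenged with 10 µM simvastatin during compound exposure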
# Cneo AK release: causes C. neoformans cell lysis; adenylate kinase release luminescence, 4 h; normalised: neutral wells 0, clomiphene wells 100; lysis activity, % at 15 µM; 0.2% of 360,000 active; AID 651654;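 active = mean lysis activity across replicates of at least 80%, whatever share of replicates individually reach that level; inactive = mean lysis activity below 80%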
#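 Material: C. neoformans cells; Schedule: 4 h static compound exposure, 37 °C, read 1 h post-reagent; Measured by: adenylate kinase release luminescence; Read-out: signal increase indicating cell lysis; Controls: Clomiphene as positive lysis control.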
# S100A4 inh HTS: blocks human S100A4 binding to myosin IIA peptide; P26447; S100A4/TAMRA-MyoIIA peptide fluorescence polarization; inhibition, % at 10.7 µM; 0.14% of 360,000 active; AID 652163;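 active = mean inhibition of at least 70% across replicates, with every replicate also reaching that level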
# Target sequence (P26447 whole entry, looked up): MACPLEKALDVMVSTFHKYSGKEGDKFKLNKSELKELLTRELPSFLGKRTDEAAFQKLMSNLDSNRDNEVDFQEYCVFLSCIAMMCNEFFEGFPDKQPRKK
#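 Test system: S100A4 monomer protein; Medium: HEPES pH 7.2 with CaCl2, KCl, NaCl, DTT, Triton; Probe or stimulus: TAMRA-labelled myosin IIA heavy-chain peptide probe, 5 nM; Doses: one dose per compound; Times: polarization read 5 min after assay mix addition, stable 5–60 min; Benchmarks: neutral control DMSO, positive control TFP.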
# ERAP1 HTS inh: inhibitors of human ERAP1 aminopeptidase. Q9NZ08. recombinant ERAP1, Leu-AMC fluorescence, 60 min. 0.15% of 340,000 active. inhibition, % at 10.7 µM;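 active = mean replicate inhibition of at least 30%, or all replicates individually reaching that 30% level; inactive = mean below 30% and not every replicate reaching it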;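 also: 0% = neutral control wells and 100% = L-leucinethiol positive control wells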
# Xi reactivation: X-chromosome reactivation activator. AID 743238. activation, % at 7.58 µM. XiGFP mouse fibroblasts, % GFP-positive cells imaging, 3 d; cells co-treated with 5-aza-dC sensitizer; scaled so ellipticine positive control = 100%. 0.055% of 360,000 active;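 active = mean normalized replicate activation at least 10% and every replicate at or above 10%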;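 also: 0% = median of on-plate neutral control wells and 100% = ellipticine 6 µM median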
#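 material = 68-5-11 XiGFP fibroblast line | medium = DMEM plus 5-aza-dC sensitizer | schedule = 3 days compound exposure | benchmarks = positive control ellipticine, 6 µM final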
# * = called active by the depositor; · = no result given; & = joins results of further samples. The list is partial; the hit share may differ from the screen's.
compound	PGC1a acetyl inh	LGR2 inh	SIRT5 inh	C2C12 statin	Cneo AK release	S100A4 inh HTS	ERAP1 HTS inh	Xi reactivation
CC(=O)N1[C@@H]2Cn3c(ccc(/C=C/c4ccccc4)c3=O)[C@H]1[C@@H](C(=O)N(C)C)[C@@H]2CO	·	1.7	-92.9	5.1	-4.9	-0.4	7.9	0.2
Cc1nc2ncc(Br)cc2[nH]1	·	·	1.2	·	·	-1.9	-13.2	0.4
Cc1cccc(NS(=O)(=O)c2csc(C(N)=O)c2)c1C	·	-6.1	-3.4	2.3	-1.7	-13.5	-1.6	0.2
O=C(CNC(=O)c1ccc(Cl)cc1Cl)OCCOc1ccccc1F	-4.7	-16.5	0.0	-2.1	-1.1	-3.5	0.0	0.1
CCOC(=O)C1CCN(C(=O)c2ccccc2NC(=O)c2ccc(Br)cc2)CC1	·	3.2	0.3	·	·	-4.5	-0.9	0.3
Cc1cc(C)c(C)c(S(=O)(=O)N2CCNCC2)c1C	-3.3	-11.4	-5.0	-2.7	-1.4	-4.5	-3.8	0.0
Cc1ccc(N2C(=O)C3C4C=CC(CNC(=S)Nc5ccc(Cl)cc5)(O4)C3C2=O)cc1 (configuration not stated)	1.5	-8.8	0.9	·	3.7	2.0	2.6	0.0
O=[N+]([O-])c1ccc(S(=O)(=O)N2CCC3(CC2)OCCN3S(=O)(=O)c2cccs2)cc1	·	0.2	1.1	·	·	2.2	-1.7	0.0
CC1CCCCC1NC(=O)Cn1nnc2ccccc2c1=O (configuration not stated)	-2.8	5.7	-5.0	·	·	5.5	1.8	-0.2
Cn1c(=O)[nH]c(=O)c2c1nc(N1CCN(C(c3ccccc3)c3ccccc3)CC1)n2CCO	·	30.4	0.3	41.4	-0.5	4.9	5.4	-0.1
Cc1ccc(C)c(NC(=O)NC2CCCCCCC2)c1	0.8	-0.7	-3.3	-4.3	3.5	-4.8	2.5	0.1
COc1ccccc1NC(=O)c1cccc(S(=O)(=O)N2CCN(Cc3ccccc3)CC2)c1	-0.8	2.8	1.0	·	·	-4.5	-3.4	0.1
CNC[C@H]1OCCCC[C@H](C)Oc2ccc(NC(=O)Nc3ccc(F)cc3)cc2C(=O)N([C@@H](C)CO)C[C@@H]1C	0.7	-7.1	·	-6.5	·	·	·	0.1
COc1ccc(CCNC(=O)CCSc2nc(-c3ccco3)cc(C(F)(F)F)n2)cc1	·	-18.0	-1.2	-5.0	3.4	-2.7	-0.6	·
COc1ccc(C(=O)COC(=O)C2COc3ccccc3O2)cc1F (configuration not stated)	0.7	-2.5	-3.6	8.3	-0.1	-11.9	-2.8	0.0
C[C@@H]1CN([C@@H](C)CO)C(=O)CCCn2cc(nn2)CO[C@@H]1CN(C)C(=O)OCc1ccccc1	-2.9	-4.4	·	2.4	·	·	·	2.0
C[C@@H]1CCCCO[C@H](CN(C)Cc2ccc(C(F)(F)F)cc2)[C@@H](C)CN([C@@H](C)CO)C(=O)c2cc(NC(=O)C3CCCCC3)ccc2O1	11.8	19.6	·	·	3.1	·	·	0.1
CC(C)CNC(=O)CN1c2cccc3cccc(c23)S1(=O)=O	·	5.3	1.8	2.1	15.7	0.1	0.4	0.0
CCc1ccccc1NC(=O)CN1CCN(C(=O)CN2C(=O)NC3(CCCC3)C2=O)CC1	6.4	·	-1.6	-4.5	-0.7	-3.2	7.4	-0.1
C[C@H](CO)N1C[C@H](C)[C@@H](CN(C)C(=O)Nc2ccccc2)OCCCC[C@H](C)Oc2ccc(NS(C)(=O)=O)cc2C1=O	-7.1	0.6	-2.5	·	51.3	-8.1	-2.9	0.2
COc1ccc(CCNC(=O)c2cc(S(=O)(=O)N3CCOCC3)ccc2F)cc1	-0.9	-11.7	-1.9	1.0	1.5	5.4	3.3	-0.1
C[C@@H]1CN([C@H](C)CO)C(=O)c2cc(C#Cc3ccncc3)cnc2O[C@H]1CN(C)CC1CCCC1	-36.0	-17.1	-5.7	45.3	-3.6	-0.6	1.3	0.1
CC(C)NS(=O)(=O)c1ccc(OCC(=O)N2CCCC2)cc1	-2.1	10.1	·	1.5	-4.1	·	·	·
Cc1ccc(SCc2cc(=O)c3c(=O)n(-c4ccccc4)[nH]c3[nH]2)cc1	-13.7	18.8	5.1	2.8	-0.1	-0.4	1.9	0.0
Cc1c(OCC(=O)NC(Cc2ccc(Cl)cc2)C(=O)O)ccc2c1oc(=O)c1ccccc12 (configuration not stated)	-3.9	-10.3	-22.9	4.9	2.7	-5.4	1.7	·
CS(=O)(=O)N1CCN(c2ccccc2NC(=O)c2cccnc2Cl)CC1	-4.4	25.0	·	-15.7	2.8	·	·	·
C/C=C/c1cnc2c(c1)C(=O)N([C@H](C)CO)C[C@@H](C)[C@@H](CN(C)Cc1cccc(C(=O)O)c1)O2	-20.5	-5.4	2.5	21.9	-1.3	-11.6	0.1	-1.0
COc1ccccc1N(CC(=O)NCCc1ccccc1)S(C)(=O)=O	2.2	14.4	0.1	10.1	0.8	4.4	-1.4	·
CC(C)(C)c1ccc(C(=O)NCc2nnc(SCC(=O)NC3CCCCC3)o2)cc1	·	6.5	0.5	·	-3.6	1.3	-4.1	0.0
CC(C)c1ncc(CO)n1Cc1c(Cl)cccc1Cl	-1.3	10.9	-0.8	-7.7	2.5	-3.6	1.2	0.0

# Exported with each value named: 2 of the compounds above
> Cn1c(=O)[nH]c(=O)c2c1nc(N1CCN(C(c3ccccc3)c3ccccc3)CC1)n2CCO
- PGC1a acetyl inh: ·
- LGR2 inh: 30.4
- SIRT5 inh: 0.3
- C2C12 statin: 41.4
- Cneo AK release: -0.5
- S100A4 inh HTS: 4.9
- ERAP1 HTS inh: 5.4
- Xi reactivation: -0.1
> Cc1cc(C)c(C)c(S(=O)(=O)N2CCNCC2)c1C
- PGC1a acetyl inh: -3.3
- LGR2 inh: -11.4
- SIRT5 inh: -5.0
- C2C12 statin: -2.7
- Cneo AK release: -1.4
- S100A4 inh HTS: -4.5
- ERAP1 HTS inh: -3.8
- Xi reactivation: 0.0

# Following part.
compound	PGC1a acetyl inh	LGR2 inh	SIRT5 inh	C2C12 statin	Cneo AK release	S100A4 inh HTS	ERAP1 HTS inh	Xi reactivation
O=C(c1ccccc1)N(C(=O)c1ccccc1)c1ccccc1	-2.8	8.0	-1.2	1.2	-1.1	2.3	0.7	0.1
Cc1cccc(C(=O)N=c2sccn2C)c1[N+](=O)[O-]	·	-65.4	1.7	3.8	-0.5	-0.7	3.0	-0.1
NC1=C(c2ccccc2)C(=O)NC1=O	·	-18.0	-3.0	-1.6	-0.1	-2.4	-1.8	-0.1
COc1ccc(S(=O)(=O)N=N/C=C2\C=CC=CN2O)cc1OC	·	14.8	0.9	·	4.9	-2.8	0.5	0.0
COc1ccc(N2C(=O)/C(=C\c3ccco3)N=C2SCC(=O)NC(C)C)cc1Cl	·	11.5	·	·	·	0.2	-1.0	0.2
CCOC(=O)Cc1csc(NC(=O)c2ccc(Br)cc2)n1	-30.4	11.4	-1.3	-5.6	0.4	-3.4	-3.8	0.0
CCCNC(=O)Nc1ccc2c(c1)C(=O)N(C)[C@H]1CC[C@H](CC(=O)NC)O[C@@H]1CO2	5.8	2.3	·	13.1	-2.8	·	·	0.3
N#C[C@@H]1[C@H](c2ccc(-c3cccc(F)c3)cc2)[C@H](CO)N1C(=O)NC1CCCC1	-4.9	38.0	3.3	11.0	1.3	2.2	-1.4	0.0
C[C@@H]1CN([C@@H](C)CO)C(=O)CCCn2nncc2CO[C@H]1CN(C)C(=O)NC1CCCCC1	9.6&2.4&2.4	20.0&-16.9	-2.3&-1.6&0.9	-2.4&15.3&-1.3	-0.4&-1.8&5.9	-1.0&6.2&-32.4	-5.8&2.0&0.6	0.3&0.0
CCO[C@@H]1OC(C(=O)N2CCCCCCC2)=C[C@H](C2CC2)[C@H]1CCCO	3.8	·	-3.6	·	0.6	5.5	-3.3	·
O=C(NCc1n[nH]c(=S)n1-c1ccccc1)c1ccc(S(=O)(=O)N2CCCCC2)cc1	-7.6	4.2	0.3	1.7	·	7.8	-1.7	0.0
Cc1onc(-c2ccccc2)c1-c1ccnn1S(=O)(=O)c1ccc(Cl)cc1	·	22.9	·	·	·	-6.9	-0.7	0.0
c1ccc(-c2noc(-c3ccno3)n2)nc1	-5.4	-14.9	·	·	·	-1.3	-2.5	0.0
O=C(Nc1ccc(Cc2ccncc2)cc1)C1CCC(N2C(=O)C3CC=CCC3C2=O)CC1 (configuration not stated)	-2.2	-5.1	·	-33.3	5.0	·	·	·
Cc1noc(C)c1NC(=O)N(C)C[C@H]1OCCCC[C@@H](C)Oc2ccc(NS(=O)(=O)c3ccc(Cl)cc3)cc2C(=O)N([C@@H](C)CO)C[C@@H]1C	-4.5	-0.6	3.0	·	1.0	-8.1	-4.0	-0.1
COc1ccccc1CN1C[C@@H]2C[C@@H](c3cccc(C)c3)N3CCC[C@@]23C1=O	-8.3	28.5	-2.3	·	·	-6.3	-4.3	0.0
O=C(NCC[C@@H]1CC[C@@H](NS(=O)(=O)c2ccc(F)cc2)[C@H](CO)O1)Nc1ccc(Cl)cc1	-10.3	-5.3	1.3	1.5	62.3	-12.5	3.7	0.0
O=C(c1ccco1)C(O)c1ccco1 (configuration not stated)	·	-4.8	-0.8	-9.3	0.1	-0.5	1.0	0.4
CC(C)(C)OC(=O)N1CCC[C@H]1C(=O)OCC(=O)Nc1cc(S(C)(=O)=O)ccc1Cl	7.9	1.1	1.7	7.3	-1.1	-5.2	-1.8	0.0
C/C(CC(=O)Nc1cccc(F)c1)=N\NC(=O)c1ccncc1	-21.2	17.0	-2.8	-1.6	2.2	0.5	0.9	0.0
CCSc1nc2c(c(=O)[nH]c(=O)n2C)n1CC(O)COc1ccccc1 (configuration not stated)	·	-12.4	-0.3	·	·	0.0	4.5	0.0
COc1ccccc1C(=O)N1CCN(C(=O)[C@H]2O[C@@H](n3cnc(C(N)=O)n3)[C@H](O)[C@@H]2O)CC1	·	6.8	1.9	·	·	-1.4	-0.5	0.1
O=C(Cn1nc(C(=O)O)c2ccccc2c1=O)Nc1cc(S(=O)(=O)N2CCOCC2)ccc1Cl	-5.4	-9.6	-0.5	-27.5	-0.5	2.0	-0.1	0.1
COc1cc(C(=O)N[C@@H](C)C(=O)NCc2ccco2)cc(OC)c1OC	3.3	5.6	·	-3.1	-1.1	-6.3	0.8	0.2
Cc1ccc(OCc2ccc(C(=O)Nc3ccc(S(N)(=O)=O)cc3)o2)cc1	-44.4	-48.4	6.2	7.8	-6.8	-7.4	-1.0	0.0
CCC(C)[C@H](NC(=O)[C@@H]1Cc2ccccc2CN1C(=O)OC(C)(C)C)C(=O)NCC1CCC(C(=O)O)CC1 (some centres not stated)	5.0	8.5	1.7	15.4	4.7	1.3	1.7	0.0

# Fetched by compound from the entries so far (two):
compound	PGC1a acetyl inh	LGR2 inh	SIRT5 inh	C2C12 statin	Cneo AK release	S100A4 inh HTS	ERAP1 HTS inh	Xi reactivation
Cc1noc(C)c1NC(=O)N(C)C[C@H]1OCCCC[C@@H](C)Oc2ccc(NS(=O)(=O)c3ccc(Cl)cc3)cc2C(=O)N([C@@H](C)CO)C[C@@H]1C	-4.5	-0.6	3.0	·	1.0	-8.1	-4.0	-0.1
C/C(CC(=O)Nc1cccc(F)c1)=N\NC(=O)c1ccncc1	-21.2	17.0	-2.8	-1.6	2.2	0.5	0.9	0.0
